# TLR9-MyD88 block – inhibitors of TLR9-MyD88 association in cells, primary screen, cell-based, CHO, BLA complementation, fluorescence; AID 504734, 2011; 340,000 tested, 0.21% active; inhibition, % at 4.98 µM; CCF4 FRET ratio;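 active means inhibition above the mean over all tested compounds plus 3 SD, cut at about 21% in these data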;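 further: 0% = DMSO only wells and 100% = clavulanate BLA inhibitor control wells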
# NCOA2 inhibitor – inhibition of GAL4-SRC2 driven luciferase reporter, primary screen, SRC2 inhibitor project, cell-based, luminescence; Nuclear receptor coactivator 2 (Homo sapiens), Q15596; HEK293 GAL4-SRC2 luciferase reporter; inhibition, % at 9 µM; 370,000 tested, 0.17% active;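 active means inhibition above the mean inhibition of all tested compounds plus 3 SD, set per campaign, cut at about 52% in these data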;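 further: 0% = DMSO treated cells and 100% = cells given Gossypol at 36 µM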
# LRH-1 inv ag – LRH-1 (NR5A2) inverse agonists, primary screen, cell-based, luminescence, HEK293T, StAR-luciferase reporter | Nuclear receptor subfamily 5 group A member 2 (Homo sapiens), O00482 | LRH-1 transfected, 24 h | inhibition, % at 3.6 µM | 360,000 tested, 0.13% active | AID 602396, 2012;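 active means inhibition above the mean inhibition of all tested compounds plus 3 SD, cut at about 73% in these data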;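 further: 0% = DMSO wells and 100% = reporter-only cells lacking LRH-1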
# MC4R barr agon – MC4R agonists recruiting beta-arrestin, primary screen, cell-based, luminescence, agonist arm of biased-ligand search | 360,000 tested, 0.98% active | activation, % at 8.9 µM | U2OS MC4R beta-arrestin complementation; percent of melanotan II response, DMSO zero | AID 540308, 2011 | Melanocortin receptor 4 (Homo sapiens), P32245;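 active means activation above a per-plate cutoff, the mean activation of sample wells on that plate plus 3 SD, cut at about 8% in these data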
# Target sequence (P32245 whole entry, looked up): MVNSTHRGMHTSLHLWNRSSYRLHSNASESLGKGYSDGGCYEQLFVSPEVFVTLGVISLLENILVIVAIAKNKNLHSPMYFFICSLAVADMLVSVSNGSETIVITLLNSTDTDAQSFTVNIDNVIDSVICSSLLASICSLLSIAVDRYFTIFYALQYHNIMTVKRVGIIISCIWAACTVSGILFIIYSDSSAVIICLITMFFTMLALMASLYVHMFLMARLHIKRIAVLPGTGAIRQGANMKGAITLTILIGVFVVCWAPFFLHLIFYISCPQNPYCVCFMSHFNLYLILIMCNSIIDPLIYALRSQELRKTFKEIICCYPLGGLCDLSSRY
# ABHD5 PLIN5 PPI – ABHD5-PLIN5 interaction inhibitors, primary screen, cell lysate, split luciferase complementation, luminescence. Perilipin-5 (Homo sapiens) + 1-acylglycerol-3-phosphate O-acyltransferase ABHD5 (Homo …. Split G. princeps luciferase complementation, 4 h. inhibition, % at 4 µM. 360,000 tested, 0.78% active. AID 602281, 2012;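 active means inhibition above the mean inhibition across every tested compound plus 3 SD, cut at about 22% in these data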;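 further: 0% = DMSO only wells and the 100% control is not disclosed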
# NR2F2 inh – NR2F2 transcriptional activity inhibitors, primary screen, cell-based, luciferase reporter, HEK293T, luminescence. COUP transcription factor 2 (Homo sapiens), P24468. HEK293T NGFI-A luciferase reporter. inhibition, % at 8.6 µM. 370,000 tested, 0.7% active;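 active means inhibition above a per-plate cutoff, mean inhibition of test wells between control levels plus 3 SD, cut at about 38% in these data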;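 further: cells cotransfected with COUP-TFII expression vector driving the NGFI-A reporter; 0% = median of COUP-TF2 test wells and 100% = reporter-only cells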
# SRC1 inh – SRC1 coactivator transcriptional activity inhibitors, primary screen, cell-based, luminescence; HEK293 GAL4-SRC1 luciferase reporter; inhibition, % at 3.6 µM; 360,000 tested, 0.12% active;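 active means inhibition above the campaign mean plus 3 SD, with each screening campaign given its own cutoff, cut at about 60% in these data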;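 further: 0% = DMSO treated cells and 100% = gossypol at 36 µM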
# MC4R antagonist – MC4R antagonists of cAMP signaling, primary screen, cell-based, TR-FRET, antagonist arm of biased-ligand search | Melanocortin receptor 4 (Homo sapiens), P32245 | AID 540295, 2011 | inhibition, % at 6.5 µM | 360,000 tested, 0.48% active | MC4R-expressing cells, MTII-stimulated cAMP, LANCE TR-FRET;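 active means inhibition above its plate's cutoff, the mean of tested wells on that plate plus 3 SD, cut at about 29% in these data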;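 further: 0% = Melanotan II alone and 100% = Melanotan II plus saturating MCL0020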
#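 Material – human MC4R-expressing U2OS cells · Repeats – no replicates · Detection – TR-FRET with Eu-cAMP and labeled anti-cAMP, 671 nm · Times – compound 30 min, challenge 1 h, detection 1 h · Compound – single nominal compound dose of 6.5 µM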
# LMP1 NFkB inh – EBV LMP1-driven NF-kappaB luciferase reporter inhibitors, primary screen, cell-based, luminescence, single point; LMP1-induced NF-kappaB luciferase reporter cells; inhibition, % at 12.5 µM; 350,000 tested, 0.69% active; AID 504558, 2011; in the data active means inhibition above about 41%;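 further: 0% = neutral control wells and 100% = reference inhibitor control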
# SRC3 inh – SRC3 coactivator transcriptional activity inhibitors, primary screen, cell-based, luminescence. inhibition, % at 3.6 µM. 360,000 tested, 0.17% active. Nuclear receptor coactivator 3 (Homo sapiens), Q9Y6Q9. HEK293 GAL4-SRC3 luciferase reporter;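 active means inhibition above a per-campaign cutoff, the mean of all compounds plus 3 SD, cut at about 60% in these data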;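 further: 0% = DMSO-treated cells and 100% = gossypol-treated cells at 36 µM; higher means less SRC3-driven luciferase light from the GAL4 reporter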
# NOD2 RIPK2 PPI – NOD2-RIPK2 binding disruptors in cells, primary screen, fluorescence, CHO cells, BLA complementation. CCF4 ratio. inhibition, % at 4.98 µM. 360,000 tested, 0.38% active. AID 624267, 2012; in the data active means inhibition above about 21%;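 further: 0% = vehicle only and 100% = reference blocker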
# Target sequence (O43353 whole entry, looked up): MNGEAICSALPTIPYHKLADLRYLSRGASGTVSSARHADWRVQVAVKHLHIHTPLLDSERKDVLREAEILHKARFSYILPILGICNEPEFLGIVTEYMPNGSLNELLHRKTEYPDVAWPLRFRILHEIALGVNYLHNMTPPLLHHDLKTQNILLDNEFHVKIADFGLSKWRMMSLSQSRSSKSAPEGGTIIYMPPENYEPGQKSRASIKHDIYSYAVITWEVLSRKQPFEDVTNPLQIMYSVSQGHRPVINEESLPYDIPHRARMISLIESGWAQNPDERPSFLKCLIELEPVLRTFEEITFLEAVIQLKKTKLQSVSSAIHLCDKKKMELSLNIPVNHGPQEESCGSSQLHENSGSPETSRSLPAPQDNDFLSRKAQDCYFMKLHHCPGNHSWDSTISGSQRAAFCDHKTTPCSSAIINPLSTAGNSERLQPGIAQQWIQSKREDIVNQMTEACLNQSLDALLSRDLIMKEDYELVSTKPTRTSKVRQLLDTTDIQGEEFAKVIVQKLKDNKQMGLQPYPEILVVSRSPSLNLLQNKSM
# Numbers without * were called inactive; · = not tested or not shown. Only part of the results is shown, so the mix of outcomes need not match the whole.
SMILES,TLR9-MyD88 block,NCOA2 inhibitor,LRH-1 inv ag,MC4R barr agon,ABHD5 PLIN5 PPI,NR2F2 inh,SRC1 inh,MC4R antagonist,LMP1 NFkB inh,SRC3 inh,NOD2 RIPK2 PPI
O=C1c2[nH]nc(-c3ccccc3O)c2C(c2cccc(Cl)c2)N1CC1CCCO1 (configuration not stated),0,0,-3,4.8,0,-14,-9,-4,4,5,-2
CCSC(=S)Nc1c(C)n(C)n(-c2ccccc2)c1=O,0,14,-3,-1.5,0,7,6,1,4,9,-9
Cc1ccc(-c2nn(-c3ccccc3)cc2/C=C(\C#N)C(=O)NCc2ccccc2)cc1,-5,6,5,0.3,-3,6,4,4,-18,-14,-6
CCC(C)NS(=O)(=O)c1cc2c3c(c1)CCN3C(=O)CC2 (configuration not stated),-3,2,5,-0.3,-3,13,7,10,-1,13,8
O=C(CSc1nnc2ccccn12)Nc1ccc(S(=O)(=O)N2CCOCC2)cc1,5,0,-3,-1.9,-1,4,-6,0,-2,13,4
CCn1cc(C(=O)N2CCc3ccccc32)c(=O)c2cc(S(=O)(=O)N3CCOCC3)ccc21,-6,-25,14,-1.7,4,2,-3,-5,-7,-2,6
COc1ccc(CCN(Cc2nc3ccccc3c(=O)[nH]2)C(=O)c2ccco2)cc1,-7,4,2,1.6,2,6,-11,-2,-7,11,1
CC(C)(Cc1ccccc1)/[N+]([O-])=C\c1ccccc1,-8,7,-16,-0.6,-3,-27,-6,4,-5,-18,-11
Cc1ccccc1SC1CCN(C(=O)C2CCC(=O)N(C3CC3)C2)CC1 (configuration not stated),-15,8,7,-3.0,5,21,-6,-3,-6,18,-6
Cc1ccc(NS(=O)(=O)c2ccc3c(c2)C(=O)c2ccccc2C3=O)c(C)c1,-1,6,3,-1.9,-4,-14,5,4,-7,7,3
O=C1CSC(c2ccccc2)N1CC12CC3CC(CC(O)(C3)C1)C2 (configuration not stated),2,7,10,0.5,-3,15,1,1,3,-8,-6
CCOC(=O)/C(C#N)=C/c1cc2ccccc2nc1N1CCOCC1,3,-14,7,0.0,-4,7,-10,12,-1,12,-10
COCCN(CCOC)c1nc(-c2ccc(C)cc2)nc2ccccc12,6,1,-18,0.9,4,-14,-47,12,-6,-27,-5
Cc1ccc2cccc(SCC(=O)NCc3ccco3)c2n1,2,3,-14,-1.9,-1,3,-20,-2,-6,4,4
CCCCC(=O)Nc1ccc(NC(=S)NC(=O)CCCCl)cc1OC,-8,12,-6,0.1,-5,8,-5,8,8,9,-4
CN(C)/C=N/c1ncc(C(=O)OC(C)(C)C)s1,6,0,-18,-1.8,2,-22,-34,3,-12,-27,3
C=CCOc1ccc(/C=C(\C#N)C(=O)Nc2ccccn2)cc1,5,17,-9,1.0,1,20,9,-2,2,4,1
CC(C)Cc1nnc(NC(=O)C23CC4CC(CC(C4)C2)C3)s1,-3,6,-10,-1.8,-6,4,-4,9,-11,-7,1
O=[N+]([O-])c1ccc(/C([O-])=C(/C(=S)NCc2ccco2)[n+]2ccccc2)cc1,2,-38,0,-3.5,-4,6,-13,2,-9,12,-4
Cn1cccc1/C=C1/SC(=O)N(CC(=O)N2CCCC2)C1=O,-9,-1,3,0.2,1,-15,-7,-2,3,3,-10
CCCc1cn(CC(C)n2c(=O)c3ccccc3n2Cc2cc(C(C)C)no2)nn1 (configuration not stated),·,-11,-12,·,-2,4,·,·,·,·,-6
CC1CCN(C(=O)COc2cccc3c2CCN(Cc2ccccc2)C3=O)CC1,-7,9,-8,-0.1,3,-10,-31,-4,0,13,-5
CC1(C(=O)NS(=O)(=O)c2cccc(C#N)c2)CCN1C(=O)Cc1ccc(-c2ccccc2)cc1 (configuration not stated),·,-19,24,0.5,5,14,-2,-2,·,-4,2
C/C(=N\OCc1nc2ccccc2c(=O)n1/N=C/c1cc([N+](=O)[O-])ccc1O)c1ccccc1,0,-24,-23,-2.7,-4,4,-32,7,-10,-1,-8
COCc1ccc(C(=O)N2CCCC(C(=O)c3ccc(SC)cc3)C2)o1 (configuration not stated),0,-10,9,-0.7,-4,26,1,2,4,5,-5
CCn1c(/C=C2\C(=O)N(C(C)C)c3ccccc32)nc2ccccc2c1=O,-5,-12,-1,1.3,5,8,-12,13,-1,-11,0
O=S(=O)(c1cccc2nonc12)N1CCN(c2ccccc2F)CC1,5,17,4,-2.4,0,-4,3,-2,-7,4,-22
COc1cc(OC)cc(C(=O)NC(C)c2cnn(-c3ccccc3C)c2C)c1 (configuration not stated),3,-23,10,-3.1,-3,-1,-4,5,9,9,0
O=S(=O)(Nc1cnc2ccccc2c1)N1CCCCCC1,-6,-5,-5,-0.2,-4,0,-7,-2,-2,22,-7
COCC(C)n1c(SCC(=O)Nc2oc(C)c3c(C)n[nH]c(=O)c23)nc2ccccc2c1=O (configuration not stated),1,-2,16,-0.9,2,-2,-2,1,0,0,2
O=S(=O)(Cc1ccccc1)N1CCN(c2ccccc2)CC1,5,11,13,0.9,-7,-7,-10,-1,0,-10,-2
CC1=CC=CC2=NC(=O)CC(C)(C(=O)N(CC(=O)NC3CCCC3)Cc3ccc(Cl)cc3)N12 (configuration not stated),14,-9,9,-1.4,2,7,-10,-1,-10,-4,-2
O=C1CSC(=Nc2ccccc2[N+](=O)[O-])N1,1,-3,9,-0.7,0,-1,-19,10,-8,3,-4
CCNC(=O)NC(=O)C(C)Sc1ccc2c(c1)OCCO2 (configuration not stated),0,18,6,0.1,-5,1,-35,1,2,13,1
COc1ccc(CC(=O)Nc2ccc3c(c2)OC2(CCCC2)O3)c(OC)c1,2,2,2,-0.5,1,6,-10,5,8,-4,6
C=CCn1c(SCC(=O)N2CCN(c3ccccc3)CC2)nnc1-c1ccco1,6,15,7,-2.2,0,9,-4,2,-3,11,1
O=C(Nc1ccc(F)cc1)c1ccc2c(c1)S(=O)(=O)N=C1CCCCCN12,-8,7,0,0.0,-2,1,-13,6,-6,-6,2
CC1CC(=O)Nc2ccccc2N1S(=O)(=O)c1cccc(Cl)c1 (configuration not stated),-3,7,8,-0.8,-5,-14,-6,12,-8,2,-2
Cc1ccc(NC(=O)N2CCN(Cc3ccc4c(c3)OCO4)CC2)cc1,-8,-14,5,0.4,2,3,5,2,12,-25,-13
O=C(COc1ccc2c(c1)oc(=O)c1ccccc12)N[C@@H](Cc1ccccc1)C(=O)O,-5,12,-4,-1.3,-3,9,-9,1,-1,9,7
Cc1ccc(Cn2nnc3c(=O)n(CC(=O)c4ccccc4)cnc32)cc1,3,-20,-20,0.5,5,-14,3,-3,3,4,4
COc1ccc(NS(=O)(=O)c2csc(C(N)=O)c2)cc1,1,-21,9,-1.2,7,0,5,12,-2,-3,6
C=CCOc1nc2c(c(=O)n(C)c(=O)n2C)n1Cc1ccc(Cl)cc1Cl,4,-3,8,-2.8,-2,-17,-13,6,3,-5,-1
CC1CCN(C(=O)CSc2nc(=O)n3cc(Cl)ccc3n2)CC1,4,-32,1,-0.9,2,-3,1,-1,-4,-11,-3
O=C(NC1CC1)C1CCN(C(=O)c2ccc(Cl)cc2)CC1,1,-24,6,0.3,7,0,0,-3,-4,4,-6

# Part of the list above, with bars between the fields.
Compound | TLR9-MyD88 block | NCOA2 inhibitor | LRH-1 inv ag | MC4R barr agon | ABHD5 PLIN5 PPI | NR2F2 inh | SRC1 inh | MC4R antagonist | LMP1 NFkB inh | SRC3 inh | NOD2 RIPK2 PPI
O=C(Nc1ccc(F)cc1)c1ccc2c(c1)S(=O)(=O)N=C1CCCCCN12 | -8 | 7 | 0 | 0.0 | -2 | 1 | -13 | 6 | -6 | -6 | 2
O=S(=O)(Nc1cnc2ccccc2c1)N1CCCCCC1 | -6 | -5 | -5 | -0.2 | -4 | 0 | -7 | -2 | -2 | 22 | -7
CCSC(=S)Nc1c(C)n(C)n(-c2ccccc2)c1=O | 0 | 14 | -3 | -1.5 | 0 | 7 | 6 | 1 | 4 | 9 | -9

# (next part)
SMILES,TLR9-MyD88 block,NCOA2 inhibitor,LRH-1 inv ag,MC4R barr agon,ABHD5 PLIN5 PPI,NR2F2 inh,SRC1 inh,MC4R antagonist,LMP1 NFkB inh,SRC3 inh,NOD2 RIPK2 PPI
Cc1cccc(Oc2coc3cc(OC(=O)c4cc5ccccc5oc4=O)ccc3c2=O)c1,0,-45,-52,-2.0,-6,-11,-21,-1,0,-70,-4
COc1ccc(NC(=O)CN2C(=O)NC(C)(C3CC3)C2=O)cc1S(=O)(=O)N1CCOCC1 (configuration not stated),0,3,-3,-2.9,2,-8,-2,7,2,-5,-3
CCN(CC)S(=O)(=O)c1ccc(NC(=O)c2ccc(Cl)nc2)cc1,-5,3,-10,-0.8,1,-13,-2,6,7,6,-12
Clc1ccc2nc(CN3CCCc4ccccc43)cn2c1,-15,-10,15,-0.1,-5,-4,-11,4,-2,3,13
COc1ccccc1NC(=O)c1ccc(NC(=O)C2CC2)cc1,9,-17,-17,-1.5,4,0,5,-2,-5,8,-3
N/C(=N\OC(=O)c1ccc(=O)n(Cc2ccc(Cl)cc2)c1)c1ccccn1,3,16,1,-1.2,-6,10,-14,4,3,-7,3
CCc1nnc(NC(=O)C2CC(=O)N(c3ccc4c(c3)OCCO4)C2)s1 (configuration not stated),-2,11,10,0.0,-9,5,12,-2,4,13,0
COc1ccc(OC(=O)CCN2C(=O)C3C4C=CC(C4)C3C2=O)cc1 (configuration not stated),6,-6,-7,-0.5,0,6,-15,7,1,-29,-9
CC(C)(C)CC(C)(C)NC(=O)c1ccccc1,3,7,6,2.7,9,6,-1,3,2,5,1
O=C(N/N=C/C=C/c1ccco1)c1cnccn1,·,6,-7,-1.4,15,2,-4,-9,-5,-27,-15
COc1ccccc1N1CC(C(=O)Nc2ccc3c(c2)OCO3)CC1=O (configuration not stated),-4,-6,-1,-3.0,0,-6,-6,8,-10,20,-3
